RGS7-Gao reg = modulates binding of RGS7 to human Galphao | Multiplexed bead flow cytometry; actives lie on both sides | binding response (% of control), % at 10 µM | 0.35% of 220,000 active | AID 1439; in the data active means binding response below about 49% or above about 150%; inconclusive means no clear call, values can overlap the other calls; inactive means in between;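 further: fluorescent Galphao held in activated GDP-AlF4 state binding bead-coupled RGS7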
Target sequence (P09471 whole entry, looked up): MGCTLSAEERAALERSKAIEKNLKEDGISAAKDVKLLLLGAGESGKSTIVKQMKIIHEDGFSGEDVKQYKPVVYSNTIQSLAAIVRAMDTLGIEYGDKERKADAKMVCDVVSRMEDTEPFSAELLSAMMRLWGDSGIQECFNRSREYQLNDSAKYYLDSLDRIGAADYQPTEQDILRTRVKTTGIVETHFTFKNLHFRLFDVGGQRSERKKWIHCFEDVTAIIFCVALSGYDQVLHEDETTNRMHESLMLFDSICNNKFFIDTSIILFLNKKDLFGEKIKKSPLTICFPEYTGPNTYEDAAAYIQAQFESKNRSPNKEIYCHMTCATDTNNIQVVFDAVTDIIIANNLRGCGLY
Bim-Bcl-W = human Bim-Bcl-W interaction inhibition | bead-based flow cytometry, Bim peptide-Bcl-W binding | inhibition, % at 10 µM | 0.02% of 190,000 active | AID 952;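 further: 0% = bound tracer without compound and 100% = peptide blocker; higher means less fluorescent Bim peptide bound to Bcl-W beads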
Target sequence (Q92843 whole entry, looked up): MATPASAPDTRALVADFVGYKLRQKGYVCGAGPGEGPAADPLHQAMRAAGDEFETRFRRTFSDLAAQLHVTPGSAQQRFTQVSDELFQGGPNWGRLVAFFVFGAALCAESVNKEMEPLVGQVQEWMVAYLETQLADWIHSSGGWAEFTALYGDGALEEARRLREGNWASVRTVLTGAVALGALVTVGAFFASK
Bim-Bcl-XL = disrupts Bim peptide binding to human Bcl-XL; Q07817; bead flow cytometry, fluorescence; inhibition, % at 10 µM; 0.04% of 190,000 active; AID 1007
Target sequence (Q07817 whole entry, looked up): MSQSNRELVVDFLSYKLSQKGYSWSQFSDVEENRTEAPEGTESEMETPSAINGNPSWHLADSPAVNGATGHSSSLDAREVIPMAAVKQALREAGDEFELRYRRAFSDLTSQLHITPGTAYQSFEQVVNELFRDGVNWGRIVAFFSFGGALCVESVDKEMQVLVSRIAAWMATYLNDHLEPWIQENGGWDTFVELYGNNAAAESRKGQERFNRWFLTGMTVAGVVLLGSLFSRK
ABCB1 block = inhibitors of human ABCB1 transporter, ABCG2 counter-screen | P08183 | CCRF-Adr cells, JC-1 efflux, flow cytometry | inhibition, % at 6.6 µM | 0.067% of 190,000 active; in the data active means inhibition above about 40%;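 further: 0% = vehicle and 100% = reference inhibitor; higher value means more JC-1 retained so stronger ABCB1 efflux block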
Bim-Bcl-2 = inhibitors of Bim-Bcl-2 interaction, human. P10415. Bead-based flow cytometry, Bim peptide-Bcl-2 binding. inhibition, % at 10 µM. 0.06% of 190,000 active. AID 950; in the data active means inhibition above about 40%; inconclusive means no clear call, values can overlap the other calls;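 further: 0% = no compound wells with probe peptide and 100% = reference peptide inhibitor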
Bfl-1 Bim block = inhibitors of Bim-Bfl-1 interaction, human. 0.12% of 190,000 active. Q16548. Bead-based flow cytometry, Bim-Bfl-1 binding inhibition. inhibition, % at 10 µM;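 further: 0% = wells without compound plus tracer and 100% = blocker peptide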
ABCG2 inh = blocks JC-1 efflux by human ABCG2 transporter | Q9UNQ0 | IgMXP3 cells, flow cytometry | inhibition, % at 6.6 µM | 0.1% of 190,000 active | AID 1325;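 active means inhibition above 80%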;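 further: 0% = DMSO and 100% = nicardipine control wells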
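test system = two drug-resistant human cell lines, ABCG2 and ABCB1 | amount = 3 million cells/mL final, two lines in 1:1 ratio | reagent = JC-1 transporter substrate | doses = one concentration, 6.6 µM final | incubation = 10 min at 25 °C | signal = flow cytometric JC-1 green MFI at 530 nm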
RGS4-Gao reg = human RGS4-Galphao interaction regulation; Multiplexed bead flow cytometry, RGS4-Galphao binding; actives lie on both sides; binding response (% of control), % at 10 µM; 0.33% of 220,000 active; in the data active means binding response below about 49% or above about 150%; inactive means in between;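 further: fluorescent Galphao activated with aluminum fluoride binding bead-coupled RGS4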
GSH bead fluor = GSH bead compound fluorescence profile; fluorescence (KMESF) at 10 µM; GSH beads flow cytometry, compound fluorescence 488/530 nm; stronger effect = higher value; AID 1776; 0.25% of 190,000 active; in the data active means fluorescence above about 89;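 further: glutathione beads carrying GST-tagged Bcl family fusion proteins plus one bare bead set; values are compound well signal with DMSO vehicle wells as background; inactives centre near 16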
Avidin fluor = compound fluoresces at 488/530 nm on avidin beads; AID 1775; fluorescence (KMESF) at 10 µM; compound fluorescence 488/530 nm, flow cytometry; stronger effect = higher value; 0.38% of 220,000 active; in the data active means fluorescence above about 47; further: inactives centre near 10
Bim-Bcl-B = human Bim-Bcl-B interaction inhibition; bead-based flow cytometry, Bim peptide-Bcl-B binding; inhibition, % at 10 µM; 0.073% of 190,000 active;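 further: 0% = tracer peptide without compound and 100% = reference inhibitor peptide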
Target sequence (Q9HD36 whole entry, looked up): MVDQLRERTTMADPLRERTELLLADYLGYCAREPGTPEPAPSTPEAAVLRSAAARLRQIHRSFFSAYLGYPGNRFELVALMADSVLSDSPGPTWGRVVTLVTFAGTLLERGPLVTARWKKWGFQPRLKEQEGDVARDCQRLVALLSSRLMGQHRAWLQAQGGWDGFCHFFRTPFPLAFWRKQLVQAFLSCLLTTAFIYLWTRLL
* marks the source's active call; other numbers are inactive results; ? = inconclusive; nt = no result given. Unless noted, no stated cut-off is given here; in the data, active means inhibition above about 40%.

Compound,RGS7-Gao reg,Bim-Bcl-W,Bim-Bcl-XL,ABCB1 block,Bim-Bcl-2,Bfl-1 Bim block,ABCG2 inh,RGS4-Gao reg,GSH bead fluor,Avidin fluor,Bim-Bcl-B
CC1=CC(=C(C#N)c2nc3ccccc3s2)C=C(C)N1c1ccc(F)cc1F,103,3,1,-0.7,5,8,-7,99,17,9,-12
Cc1cccc2sc(NC(=O)[C@@H]3CCCN3C(=O)c3cccs3)nc12,111,6,2,2.6,-2,-1,14,101,16,7,6
CC(=O)CCC(=O)OCC(=O)Nc1ccc(SC(F)F)cc1,?,-2,-5,2.5,-4,-2,9,99,14,9,-12
N#Cc1ccccc1OCC(=O)OCC(=O)N1CCN(C(=O)c2ccco2)CC1,97,-1,-1,-0.3,-3,-5,0,98,16,10,-4
Cc1nc2[nH]c(=S)[nH]c2cc1Br,98,-6,-7,-0.2,-4,6,-1,101,8,21,-13
S=C(NC1CC1)NC1CCCc2ccccc21 (stereo not given),104,0,0,-0.2,-5,-6,2,106,12,15,-3
COCCNC(=O)CSc1nc2c(n1-c1ccccc1)CCCC2,97,-2,-3,0.9,0,-3,4,100,16,22,-5
CCOC(=O)C1CCc2sc(N)c(C#N)c21 (stereo not given),95,0,-5,0.3,-6,-12,3,95,32,16,-9
O=C(Cn1cncn1)NCc1cccc2ccccc12,102,1,0,0.3,0,-1,0,105,9,11,-4
CCc1ccc(NC(=O)Cn2nc(C)c([N+](=O)[O-])c2C)cc1,96,0,0,0.8,-2,-1,1,104,64,13,0
O=C(NC12CC3CC(CC(C3)C1)C2)N1CCN(C(=O)c2ccco2)CC1,?,-4,-3,0.1,-7,-8,14,97,16,13,-7
CCOC(=O)/C(C#N)=C/c1cn(CCC(=O)O)nc1-c1ccc(OC)cc1,102,-1,0,-0.2,-3,-6,0,102,62,25,-3
CCC(C)Nc1nc2c(c(=O)[nH]c(=O)n2C)n1CCC(C)C (stereo not given),101,-1,-2,0.6,-4,-9,6,102,11,22,-6
CCN1C=C(Cc2ccccc2C)C2=C(C1)C(c1ccccc1C)C(C#N)=C(N)O2 (stereo not given),101,0,-3,2.8,-3,-6,2,101,23,35,-5
CC(NC(=O)C1C(=O)N(CCO)C2(C)CC1c1ccccc1O2)c1ccccc1 (stereo not given),104,-7,-1,0.6,-5,-14,2,104,10,27,-6
CC(C)CCNC(=O)NC(=O)CSc1nnc(-c2ccccc2F)n1N,87,3,18,-0.8,0,1,-1,84,26,4,1
O=C(CSc1ccc2nnc(-c3ccc(Cl)cc3)n2n1)N1CCCc2ccccc21,87,13,19,0.3,14,23,1,92,14,9,6
Nn1c(=O)c2ccccc2n2c(SCc3ccccc3)nnc12,99,4,5,0.4,-6,-7,18,91,42,12,-7
CCSc1nnc2c(Cl)cc(Cl)cn12,107,-1,0,0.5,-2,0,2,114,11,24,0
CCOC(=O)C1=NN(c2ccc(Cl)cc2)C(c2ccccc2)CC1=O (stereo not given),nt,-3,-3,0.5,-16,4,2,nt,18,nt,-10
Cn1c(=O)n(C)c2cc(NS(=O)(=O)c3ccc4c(c3)CCCC4)ccc21,100,0,-2,0.0,-1,-5,-2,100,13,9,-4
Cc1ccc(-n2c(=O)c3c4c(sc3n(Cc3cc(=O)n5ccccc5n3)c2=O)CCC4)cc1C,101,-2,-6,6.6,-1,-1,-5,103,3,14,-4
CCc1cc(N2CCOCC2)cc2c1[nH]c1ccccc12,98,3,-3,-4.8,-5,-1,-3,97,11,11,-12
Cc1ccccc1Nc1nc(-c2sc(NC(=O)c3ccc([N+](=O)[O-])cc3)nc2C)cs1,103,4,-1,-0.7,4,1,-2,104,25,3,-1
CC1=CN2C(=N)/C(=C/c3ccc(Sc4ccc(Cl)cc4)o3)C(=O)N=C2S1,100,0,-5,0.7,-7,0,0,98,13,12,-7
CSc1nc(-c2ccco2)nn1C(=O)CCc1ccccc1,102,2,1,0.3,2,0,1,101,15,37,0
CCNc1ccc(Br)cc(C(=O)/C=C/c2ccc(Cl)cc2Cl)c1=O,93,0,0,3.9,0,-2,5,95,15,3,0
CCOC(=O)c1c(CC(C)C)csc1NC=O,100,-3,-6,-2.1,-9,-10,0,104,34,4,-8
COc1cc(/C=C2\SC(=Nc3ccc(O)cc3)NC2=O)cc(OC)c1O,105,1,2,-0.8,0,-1,-2,102,6,25,-2
COc1ccc(C(C(N)=O)c2ncc(C(F)(F)F)cc2Cl)cc1OC (stereo not given),?,0,0,0.7,0,-5,3,96,18,9,0

The list goes on (three carried over from the part before).
Compound,RGS7-Gao reg,Bim-Bcl-W,Bim-Bcl-XL,ABCB1 block,Bim-Bcl-2,Bfl-1 Bim block,ABCG2 inh,RGS4-Gao reg,GSH bead fluor,Avidin fluor,Bim-Bcl-B
CCOC(=O)c1c(CC(C)C)csc1NC=O,100,-3,-6,-2.1,-9,-10,0,104,34,4,-8
COc1cc(/C=C2\SC(=Nc3ccc(O)cc3)NC2=O)cc(OC)c1O,105,1,2,-0.8,0,-1,-2,102,6,25,-2
COc1ccc(C(C(N)=O)c2ncc(C(F)(F)F)cc2Cl)cc1OC (stereo not given),?,0,0,0.7,0,-5,3,96,18,9,0
CCCCn1nnc(NC(=S)NC(=O)c2ccc(-c3cccc(Cl)c3Cl)o2)n1,99,-4,-4,0.4,-3,-6,3,103,12,8,-4
Cc1cccc(N2CCCC2=Nc2ccc(Br)cc2C#N)c1,101,1,-6,-1.1,-9,-15,30,102,35,16,-10
CCc1c(C)c2ccc(OCC(=O)N(C)C)c(C)c2oc1=O,104,-2,-2,0.8,-3,-1,3,105,13,30,-1
Cc1ccc(S(=O)(=O)Nc2ccc3nc(N)sc3c2)cc1,108,-10,-10,0.7,-7,-12,2,99,27,49*,-12
CN(C=[N+](C)C)c1cccc2c1C(=O)c1ccccc1C2=O,97,0,-1,0.0,-6,-8,1,97,13,14,4
COC(=O)CCSc1cc(NCCOC(C)=O)c([N+](=O)[O-])c2nonc12,80,0,-2,3.8,-2,1,58,82,5,15,-7
O=C(CN1C(=O)CCS(=O)(=O)c2ccccc21)Nc1ccc2c(c1)OCCO2,99,2,4,0.0,3,2,0,100,30,16,3
Cc1sc2nc(CN3CCOCC3)nc(NCCc3ccccc3)c2c1C,94,0,-1,0.5,-1,0,0,100,24,11,0
COc1ccc(N(C(=O)c2cnccn2)C(C(=O)NC2CCCCC2)c2ccc(O)cc2)cc1 (stereo not given),97,0,1,0.9,0,-7,3,100,12,13,-1
CSc1nc(Sc2ccc(Cl)cc2)c2ccccc2n1,98,0,1,0.5,-1,1,2,95,24,8,-3
CCN(C(=O)COC(=O)c1ccc(OCc2c(C)noc2C)cc1)c1ccccc1,100,0,-2,1.7,-10,-11,11,99,11,10,-9
COCCOC(=O)c1c(C)oc2ccc(NS(=O)(=O)c3cccs3)cc12,101,0,-2,1.0,1,-5,4,98,11,19,-2
CCC(CC)N1CCN(CC2CC=CCC2)CC1 (stereo not given),103,0,-3,0.1,-2,-14,4,102,11,27,-3
Cc1ccc(/C=C/C2=Cc3c(sc(NC(=O)CSc4n[nH]c(N)n4)c3C#N)C(C)(C)C2)o1,93,26,16,-0.8,19,47*,-2,98,6,15,7
CC(C)CNC(=O)COC(=O)CCC(=O)c1cccs1,100,-1,-5,0.0,-4,-7,0,100,12,13,-5
Cc1nn(-c2cc(N(S(C)(=O)=O)S(C)(=O)=O)c(Cl)cc2Cl)c(=O)n1C,90,-2,-4,0.7,0,-2,10,85,10,3,-3
COC(=O)c1c(NC(=O)COC(=O)[C@@H](NS(=O)(=O)c2cccc(Cl)c2)C(C)C)sc2c1CCC2,89,-6,-4,2.8,-3,-1,15,87,10,3,-2
Cc1nnc(SC(C(=O)Nc2cc(Cl)cc(Cl)c2)c2ccccc2)[nH]c1=O (stereo not given),?,0,0,0.1,-3,-2,2,100,12,12,-1
Cc1ccc(N(CN2CCCC2=O)C(=O)c2ccc(C)c(C)c2)cc1,94,0,-6,6.4,-8,-16,7,94,35,11,-10
CCC(=O)N(Cc1ccc2c(c1)OCO2)Cc1cc2cc(OC)ccc2[nH]c1=O,108,2,1,0.3,0,0,2,106,13,7,1
COc1ccc(C(C)=O)cc1CSc1nncn1C,105,0,1,-0.4,-2,1,0,101,78,14,-3
CCCn1cc(S(=O)(=O)CC(=O)NC2CCCCC2)c2ccccc21,85,nt,nt,0.3,?,nt,0,74,38,3,nt
CC(C)c1cc(C(C)C)c(S(=O)(=O)NNC(=O)c2ccncc2)c(C(C)C)c1,101,-6,-8,0.2,-5,-17,0,104,15,16,-12
FC(F)Sc1ccc(NC(=S)NCC2CCCCC2)cc1,100,-5,-8,0.2,-10,-16,3,102,11,7,-12
COC(=O)c1ccc(CN2C(=O)NC3(CCCCC3C)C2=O)o1 (stereo not given),97,4,3,-0.2,-2,-6,-1,98,6,7,-3
Cc1nn(Cc2ccccc2)c(Cl)c1/C=C/C(=O)OCC(=O)N1CCCC1=O,?,-4,-4,0.0,-2,-2,-1,100,12,8,0
Cc1ccc(S(=O)(=O)N(C)c2ccccc2C(=O)NC2CCCC2)cc1,104,-5,-6,0.4,-6,-17,0,100,12,17,-7
O=S(=O)(Nc1ccc(O)cc1)c1cccc2cccnc12,102,-1,-3,0.1,-6,-9,1,100,13,7,-3
COCCn1nnnc1SCC(=O)c1ccccc1,94,8,-2,-0.1,-3,-8,0,96,9,8,-3
Cc1cc(NC(=O)CSc2nnc(Cc3cccn3C)n2CCc2ccccc2)no1,103,-5,-7,1.8,-7,-8,12,100,14,23,-10

Following part:
Compound,RGS7-Gao reg,Bim-Bcl-W,Bim-Bcl-XL,ABCB1 block,Bim-Bcl-2,Bfl-1 Bim block,ABCG2 inh,RGS4-Gao reg,GSH bead fluor,Avidin fluor,Bim-Bcl-B
Cc1nc2cc(NC(=O)N3c4ccccc4CC3C)ccc2o1 (stereo not given),103,0,-7,0.1,-4,-11,4,101,11,11,-6
CCOC(=O)C1NN=C(C(=O)c2ccc(C)cc2)C1c1ccc(C)cc1 (stereo not given),100,-3,-4,0.9,1,0,1,99,10,4,-12
Clc1nc(-c2n[nH]nc2Cl)n[nH]1,98,-1,-8,0.8,-7,-18,2,100,33,11,-8
Cc1ccc(C)c(C(=O)CN2C(=O)CCC2=O)c1,93,3,-3,1.5,0,0,5,95,19,18,1
Cc1c(-n2c(SCC(C)C)nc3ccccc3c2=O)c(=O)n(-c2ccccc2)n1C,?,-2,0,2.7,-4,-3,6,99,17,9,-2
CCOC(=O)C1=C(C)NC(=O)NC1,107,0,-2,0.1,-2,0,0,109,13,35,-3
CC(NC(=O)CSc1ncccn1)c1ccccc1 (stereo not given),106,-3,-1,0.7,-5,-3,2,101,22,5,-6
CCc1ccc(NC(=O)CC2C(=O)N(c3ccc(C)cc3)C(=O)N2C2CC2)cc1 (stereo not given),108,1,0,0.0,2,4,0,110,21,5,1
COc1ccc(/C=C(/CC(=O)NCc2ccc(Cl)cc2)c2nc3ccccc3s2)cc1,102,-4,-5,4.3,-1,0,6,102,12,14,-4

Hits appear at their usual frequency (roughly 1.3% active in at least one column).
